# Bioassay records as filed in PubChem BioAssay.
# NTMT1 inh – NTMT1 methyltransferase inhibition; Q9BV86; NTMT1 MTase-Glo SAH luminescence, purified enzyme; Potency, µM (top dose mostly 114 µM), inactives show at the highest dose activity change, negative = inhibition, usual class: inhibitors; 59,000 tested, 2.5% active; AID 1645870;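 further: plate controls were DMSO vehicle for no effect and no enzyme for full effect; nearly all actives have a fitted effect of over 65% in size; many of its hits are not listed in these tables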
# FH mod – Identification of activators of human fumarate hydratase by quantitative high-throughput screening; Fumarate hydratase, mitochondrial (Homo sapiens), P07954; FH coupled MDH/diaphorase resazurin fluorescence, 15 min; Potency, µM (titrated, usually from 79.9 µM), without a hit: at the top dose activity change, negative = inhibition, hits mostly inhibitors; 54,000 tested, 0.22% active; further: the screen sought activators but most active calls are inhibition curves; nearly all actives have a fitted effect of over 45% in size
# Target sequence (P07954 whole entry, looked up): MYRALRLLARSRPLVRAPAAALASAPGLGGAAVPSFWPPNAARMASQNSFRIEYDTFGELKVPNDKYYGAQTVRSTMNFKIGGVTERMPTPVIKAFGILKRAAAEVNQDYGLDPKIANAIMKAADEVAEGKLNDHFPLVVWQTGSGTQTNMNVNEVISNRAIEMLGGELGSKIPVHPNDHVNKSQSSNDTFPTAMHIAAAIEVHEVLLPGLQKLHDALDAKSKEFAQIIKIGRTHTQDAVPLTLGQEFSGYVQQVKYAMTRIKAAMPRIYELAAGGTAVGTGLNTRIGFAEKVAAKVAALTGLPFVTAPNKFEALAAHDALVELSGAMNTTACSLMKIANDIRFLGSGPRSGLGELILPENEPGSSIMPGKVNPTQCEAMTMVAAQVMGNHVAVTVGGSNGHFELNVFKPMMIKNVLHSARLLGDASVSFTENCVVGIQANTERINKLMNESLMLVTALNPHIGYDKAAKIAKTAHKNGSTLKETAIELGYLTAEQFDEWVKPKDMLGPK
# * marks the source's active call; other numbers are inactive results; ? = inconclusive; & = joins results of further samples; [ ] = dose if it differs, or a comment. The call rests on the fitted dose curve; in most records, active means well fitted curve in the direction sought with a large enough effect; inconclusive means small, poorly fitted or top-dose-only effect, or another doubt; inactive means no such curve, though single readings can be large; an effect the other way counts as inactive or inconclusive. Unless noted, on the % scale 0 is the no-effect control and ±100 the full control effect; potency means the concentration at half of the fitted maximal effect. This is a subset; rates above refer to the full screens.
1) Cc1c(N)nc([C@H](CC(N)=O)NC[C@@H](N)C(N)=O)nc1C(=O)N[C@H](C(=O)N[C@@H](C)[C@H](O)[C@@H](C)C(=O)N[C@@H](C(=O)NCCc1nc(-c2nc(C(=O)NCCC[S+](C)C)cs2)cs1)[C@@H](C)O)C(O[C@H]1O[C@H](CO)[C@H](O)[C@@H](O)[C@@H]1O[C@H]1O[C@H](CO)[C@@H](O)[C@H](OC(N)=O)[C@H]1O)c1cnc[nH]1 (stereo partly drawn)
2) C[C@]12CC[C@H](O)CC1=CC[C@H]1[C@H]3CCC(=O)[C@@]3(C)CC[C@@H]12
3) ClC1=C(Cl)C2(Cl)C(CBr)CC1(Cl)C2(Cl)Cl (stereo not drawn)
4) C=CC(C)(C)c1[nH]c2c(CC=C(C)C)cc(CC=C(C)C)cc2c1C[C@@H]1NC(=O)[C@H](C)NC1=O
5) CCC1(c2ccccc2)CCC(=O)NC1=O (stereo not drawn)
6) C[C@H]1[C@@H]2Cc3ccc(O)cc3[C@@]1(C)CCN2C
compound no.	1	2	3	4	5	6
NTMT1 inh	9.8%[57.5 µM]	13.0%[57.5 µM]	10.7%[57.5 µM]	9.7%[57.5 µM]	-0.5%[57.5 µM]	-3.1%[228 µM]
FH mod	32.8%[53.3 µM]	12.8%[53.3 µM]	4.9%[53.3 µM]	7.1%	0.0%[53.3 µM]	27.6%[288 µM]

# Entries of single compounds as entered above. Screens in order: NTMT1 inh	FH mod
# C[C@]12CC[C@H](O)CC1=CC[C@H]1[C@H]3CCC(=O)[C@@]3(C)CC[C@@H]12 is listed as 13.0%[57.5 µM]	12.8%[53.3 µM]
# C[C@H]1[C@@H]2Cc3ccc(O)cc3[C@@]1(C)CCN2C is listed as -3.1%[228 µM]	27.6%[288 µM]
# C=CC(C)(C)c1[nH]c2c(CC=C(C)C)cc(CC=C(C)C)cc2c1C[C@@H]1NC(=O)[C@H](C)NC1=O is listed as 9.7%[57.5 µM]	7.1%

# Ordered by length of the SMILES (lowest first): 3 of the compounds above
5) CCC1(c2ccccc2)CCC(=O)NC1=O (stereo not drawn)
2) C[C@]12CC[C@H](O)CC1=CC[C@H]1[C@H]3CCC(=O)[C@@]3(C)CC[C@@H]12
1) Cc1c(N)nc([C@H](CC(N)=O)NC[C@@H](N)C(N)=O)nc1C(=O)N[C@H](C(=O)N[C@@H](C)[C@H](O)[C@@H](C)C(=O)N[C@@H](C(=O)NCCc1nc(-c2nc(C(=O)NCCC[S+](C)C)cs2)cs1)[C@@H](C)O)C(O[C@H]1O[C@H](CO)[C@H](O)[C@@H](O)[C@@H]1O[C@H]1O[C@H](CO)[C@@H](O)[C@H](OC(N)=O)[C@H]1O)c1cnc[nH]1 (stereo partly drawn)
compound no.	5	2	1
NTMT1 inh	-0.5%[57.5 µM]	13.0%[57.5 µM]	9.8%[57.5 µM]
FH mod	0.0%[53.3 µM]	12.8%[53.3 µM]	32.8%[53.3 µM]

# (cont.)
7) C[C@](O)(CS(=O)(=O)c1ccc(F)cc1)C(=O)Nc1ccc(C#N)c(C(F)(F)F)c1
8) CN(C(=O)CN1C(=O)COc2cc(Cl)c(Cl)cc21)[C@@H](CN1CCCC1)c1ccc(-c2cccc(C(N)=O)c2)cc1
9) Oc1ccc(Cl)cc1Cc1ccccc1
10) O=C1NC(=O)c2c1c1c3ccccc3[nH]c1c1[nH]c3ccccc3c21
11) C[C@@H]1O[C@@H](O[C@H]2CC[C@@]3(C)C(CC[C@@H]4C3CC[C@]3(C)[C@@H](C5=CC(=O)OC5)CC[C@]43O)C2)[C@H](O)[C@H](O)[C@H]1O (stereo partly drawn)
12) CCN(CC)C(C)C(=O)c1ccccc1 (stereo not drawn)
compound no.	7	8	9	10	11	12
NTMT1 inh	5.8%[57.5 µM]	1.2%[57.5 µM]	?	-29.8%	22.2%[29.8 µM]	23.1%[57.5 µM]
FH mod	-3.0%[53.3 µM]	?	?	8.5%	1.5%[53.3 µM]	-1.8%[53.3 µM]

13) Nc1ccc([As](=O)(O)O)cc1
14) ClCCN1CCCC1
15) CNCC(O)c1ccc(O)cc1 (stereo not drawn)
16) CCCCCN(C)CCC(O)(P(=O)(O)O)P(=O)(O)O
17) CCCCCCCCC(=O)NCc1ccc(O)c(OC)c1
compound no.	13	14	15	16	17
NTMT1 inh	-16.3%[57.5 µM]	20.5%[57.5 µM]	-5.2%	-0.9%[57.5 µM]	6.7%[57.5 µM]
FH mod	0.0%[53.3 µM]	-1.0%[53.3 µM]	-22.4%&0.0%&2.1%[53.3 µM]	4.1%&-9.1%[53.3 µM]	-7.3%[53.3 µM]
